Bioassay records as filed in PubChem.
LAP4-GFP MLPCN – yeast TOR pathway LAP4-GFP modulation; S. cerevisiae LAP4-GFP multiplex, flow cytometry GFP, 3 h; median GFP as percent of DMSO wells; GFP response vs DMSO, % at 10 µM; hit rate 0.34% among 320,000;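 active = GFP response vs DMSO above a set limit, about the screen mean plus 3 SD, cut at about 150% in these data; inconclusive = under 70 cell events counted for the yeast strain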
proCasp3 act – activators of human procaspase-3; P42574; recombinant procaspase-3 D3A, Ac-DEVD-pNA absorbance 405 nm; activation, % at 8.5 µM; hit rate 0.11% among 330,000; AID 463141;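 active = activation above the mean of all tested compounds plus 3 SD, cut at about 21% in these data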;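 note: 0% = DMSO alone and 100% = DMSO wells spiked with extra 5 µM PC-3 D3A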
Target sequence (P42574 whole entry D9A/D28A/D175A): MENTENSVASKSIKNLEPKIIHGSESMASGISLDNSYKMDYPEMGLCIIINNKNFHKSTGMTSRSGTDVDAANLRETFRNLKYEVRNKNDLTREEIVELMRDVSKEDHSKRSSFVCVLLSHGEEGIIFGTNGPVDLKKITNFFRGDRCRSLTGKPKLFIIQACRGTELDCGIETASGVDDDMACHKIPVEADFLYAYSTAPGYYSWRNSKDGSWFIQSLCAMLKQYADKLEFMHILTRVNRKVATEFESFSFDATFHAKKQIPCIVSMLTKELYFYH
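System: Procaspase-3 D3A mutant. Medium: Zinc-free 300 mM NaCl, 50 mM HEPES, 0.01% Triton X-100. Schedule: 1 h preincubation plus 2 h reaction at 25 °C. Measured by: 405 nm absorbance of p-nitroaniline, reads at 0 and 120 min. Read-out: percent activation relative to control range.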
CR mimetic SO – caloric restriction mimetics inhibiting age-related superoxide in yeast. S. cerevisiae aged cells, superoxide DHE fluorescence; active compounds read low. superoxide response (% of plate mean), % at 10 µM. hit rate 0.18% among 330,000. AID 2690;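 active = superoxide response under a set limit, about three screen SD below normal, cut at about 65% in these data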;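 note: yeast aged for seven days with compound at 30 °C before DHE staining; 100% = average MFI of all compound-treated wells on the plate with controls excluded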
GASC-1 inh – inhibitors of human GASC-1 (JMJD2C) demethylase; Q9H3R0; GST-JMJD2C(1-420) H3K9me3 demethylation, DELFIA europium; inhibition, % at 2.35 µM; hit rate 0.069% among 330,000;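 active = more than half of a compound's replicate wells show inhibition beyond 50%, single wells judged on their own value; inconclusive = some, but no more than half, of replicates pass 50% inhibition; inactive = no replicate passes 50% inhibition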;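 note: signal counts dimethyl H3K9 product captured on neutravidin plate; 0% = median of DMSO wells and 100% = 0.3 times that DMSO median; strong numbers were not always called active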
Target sequence (Q9H3R0 1-420 limits assumed): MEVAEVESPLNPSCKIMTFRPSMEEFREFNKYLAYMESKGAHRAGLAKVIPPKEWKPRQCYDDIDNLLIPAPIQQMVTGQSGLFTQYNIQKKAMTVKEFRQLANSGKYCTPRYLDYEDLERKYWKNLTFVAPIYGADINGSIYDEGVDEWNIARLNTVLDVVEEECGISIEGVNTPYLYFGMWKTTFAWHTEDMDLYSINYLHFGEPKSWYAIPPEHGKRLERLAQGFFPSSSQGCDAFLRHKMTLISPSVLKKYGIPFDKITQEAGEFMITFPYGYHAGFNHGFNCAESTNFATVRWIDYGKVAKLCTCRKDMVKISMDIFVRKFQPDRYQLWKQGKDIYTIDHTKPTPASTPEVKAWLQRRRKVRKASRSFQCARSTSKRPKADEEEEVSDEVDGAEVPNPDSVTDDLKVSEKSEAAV
RPL19A-GFP yeast – yeast TOR pathway RPL19A-GFP modulation | percent response vs DMSO, % at 10 µM | hit rate 0.3% among 330,000 | AID 2025 | S. cerevisiae RPL19A-GFP strain, flow cytometry, 3 h; active compounds read low;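 active = percent response vs DMSO below 50%; inconclusive = fewer than 70 events counted for the yeast strain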;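 note: median channel GFP fluorescence of the barcoded RPL19A-GFP strain; ratio of sample median GFP to plate DMSO average so 100% = DMSO; lower means less RPL19A-GFP as with rapamycin TOR inhibition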
AHR activator – human AHR activation | activation, % at 5 µM | AHR-responsive luciferase reporter cells, luminescence | AID 2796 | hit rate 2.5% among 320,000; in the data active = activation above about 47%;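 note: 0% = vehicle wells and 100% = reference agonist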
MEP2-GFP yeast – yeast TOR pathway MEP2-GFP modulation; GFP response vs DMSO, % at 10 µM; AID 2016; S. cerevisiae MEP2-GFP strain, flow cytometry GFP, 3 h; 100% = DMSO control level; hit rate 0.51% among 330,000;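 active = GFP response versus DMSO above a set limit, roughly screen mean plus 3 SD, cut at about 180% in these data; inconclusive = fewer than 70 cells counted for a yeast strain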;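 note: median GFP fluorescence of the barcode-gated MEP2-GFP cells per well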
proCasp7 act – counter-screen: procaspase-7 (human) activation; P55210; recombinant procaspase-7, Ac-DEVD-pNA absorbance 405 nm; D23A/D198A/D206A triple mutant, cannot self-cleave; scale: DMSO 0, 5 µM enzyme 100; activation, % at 8.5 µM; hit rate 0.093% among 330,000; AID 463210;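 active = percent activation above the screen-wide mean plus 3 SD, cut at about 25% in these data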
Target sequence (P55210 whole entry D23A/D198A/D206A): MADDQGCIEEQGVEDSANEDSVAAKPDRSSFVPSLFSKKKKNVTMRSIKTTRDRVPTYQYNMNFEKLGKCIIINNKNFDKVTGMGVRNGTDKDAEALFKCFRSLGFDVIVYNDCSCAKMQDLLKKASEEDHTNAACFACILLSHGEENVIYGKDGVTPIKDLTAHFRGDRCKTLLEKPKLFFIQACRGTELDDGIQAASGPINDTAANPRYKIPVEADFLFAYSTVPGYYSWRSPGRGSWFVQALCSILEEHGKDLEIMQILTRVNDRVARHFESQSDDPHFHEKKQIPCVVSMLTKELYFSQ
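Test system: Procaspase-7 triple mutant (PC-7 D3A). Also added: Ac-DEVD-pNA substrate, 400 µM as added. Schedule: 1 h enzyme–compound preincubation and 2 h substrate reaction, both 25 °C. Signal: p-Nitroaniline absorbance at 405 nm, read at 0 and 120 min. Control set: low DMSO alone, high DMSO plus 5 µM PC-7.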
Starred values were filed as active, the others as inactive; ? = inconclusive; · = not tested or not shown; & = joins results of further samples; [ ] = dose if it differs, or a comment.

item	compound	LAP4-GFP MLPCN	proCasp3 act	CR mimetic SO	GASC-1 inh	RPL19A-GFP yeast	AHR activator	MEP2-GFP yeast	proCasp7 act
1	CC(C)CN(C(=O)CN1CC=C(c2ccccc2)CC1)c1c(N)n(CC(C)C)c(=O)[nH]c1=O	88	-8	95	1	89	1	93	2
2	O=C(Cn1cc(C(=O)c2ccccc2F)c2ccccc21)NC1CC1	111	8	111	0	103	0	109	3
3	O=C1NC(=O)N(Cc2ccco2)C(=O)/C1=C\c1ccc(-c2ccc(F)cc2)o1	182*	-2	96	-9	94	4	94	-16
4	COc1ccc(CN2C(=O)NC(=O)/C(=C\c3ccco3)C2=O)cc1	85	-6	99	11	82	1	102	-7
5	C=CCN(CC=C)C(=O)Nc1ccc(OCC)cc1	87	3	110	5	103	18	100	-4
6	COC(=O)C1=C(c2cccc(OCc3ccccc3)c2)C[C@@H]2CC[C@H]1N2C(=O)NNCc1ccccc1	100	1	101	-7	93	0	93	6
7	COc1ccccc1N1C(=O)NC(=O)C(CCc2ccncc2)(CCc2ccncc2)C1=O	101	2	93	3	98	4	108	3
8	CN1C(=O)C(=Cc2ccc(OCCN(C)c3ccccn3)cc2)C(=O)N(C)C1=O	104	-3	93	?	91	10	88	-8
9	Clc1ccccc1N1CCN(Cc2ccc3c(c2)OCO3)CC1	95	·	105	5	101	·	102	·
10	Cn1c(O)c(/C=N/N2CCOCC2)c(=O)n(-c2ccccc2)c1=S	97	-10	112	·	100	3	89	-4
11	O=C1CN=C(c2cc([N+](=O)[O-])ccc2Cl)c2cc([N+](=O)[O-])ccc2N1	105	9	103	-3	101	-2	98	13
12	c1ccc2cc(C3N4CCCN34)ccc2c1 (stereo not given)	117	-1	88	-11	105	26	101	12
13	Cc1cc(/C=C2\C(=O)NC(=O)N(c3ccccc3F)C2=O)c(C)n1-c1cc(C(=O)O)cc(C(=O)O)c1	89	-1	90	21	97	6	97	-3
14	Cc1ccc(CS(=O)(=O)CCC(=O)N2CCC3(CC2)OCCO3)cc1	97	-7	95	3	104	-2	110	-6
15	C=CCn1c(O)c(C(C)=NCc2cccnc2)c(=O)[nH]c1=O	111	-12	94	-1	103	34	113	-13
16	O=C(Cn1c2c(c(-c3ccccc3Cl)cc1=O)CCC2)N1CCC2(CC1)OCCO2	102	15	102	-5	97	0	95	5
17	CCCNC(=O)c1c(N)n(Cc2ccco2)c2nc3ccccc3nc12	97[may fluoresce violet]	1	95	-2	94[may fluoresce violet]	32	107[may fluoresce violet]	-9
18	CC(C)[C@H]1CC2C3CC=C4C[C@@H](O)CC[C@]4(C)C3CC[C@]2(C)[C@H]1O (stereo not given in full)	105	1	80	-3	97	-1	101	7
19	Cc1c(C(=O)c2ccccc2)c2ccccc2n1C	115	6	93	0	102	0	106	7
20	O=C(NCC(c1cccnc1)N1CCOCC1)Oc1ccccc1 (stereo not given)	96	1	92	4	102	3	100	0
21	Cc1cc(C=C2C(=O)N(C)C(=S)N(C)C2=O)c(C)n1C1CCCC1	107	-1	93	-8	98	9	99	-15
22	CCN(CC)C(=O)c1ccc2c(c1)C1C(Cl)C(Sc3ccccc3[N+](=O)[O-])CC1C(C(=O)O)N2 (stereo not given)	98	-18	90	0	99	-2	102	-40
23	CCCCn1c(O)c(C(C)=NCCCN(C)C)c(=O)[nH]c1=O	96	-8	103	1	100	0	104	-9
24	CCc1ccc(NC(=O)C(C)OC(=O)c2c(C)nn(Cc3ccccc3)c2Cl)cc1 (stereo not given)	98	2	89	-1	100	2	100	-3
25	CC[N+]1(C)CCCC(OC(=O)C(O)(c2ccccc2)c2ccccc2)C1 (stereo not given)	113	8	107	4&7	107	-2	101	12
26	CCOP(=O)(OCC)c1ccc(OP(=O)(c2cccc([N+](=O)[O-])c2)c2cccc([N+](=O)[O-])c2)cc1	109	5	111	-29	102	-2	101	0
27	NC(=O)CSP(=O)(c1ccccc1)c1ccccc1	97	-11	82	0	102	3	91	-16
28	Cc1cc2oc(=O)cc(-c3cc4ccccc4o3)c2cc1OC(=O)N(C)C	103	6	90	-10	111	20	106	4
29	Fc1cccc(CN2CCN(c3ccc(Cl)cc3)CC2)c1	99	-8	123	9	100	1	105	3
30	O=C1C2(c3ccccc3)CN3CN(C2)CC1(c1ccccc1)C3	94	2	99	-4	97	0	107	3
31	C=CC[C@@H](C)CC(=O)C(CCCN=[N+]=[N-])SOOc1ccccc1 (stereo not given in full)	109	9	106	4	96	1	88	1
32	CCc1ccccc1N1C(=O)NC(=O)/C(=C\c2cc(C)n(C)c2C)C1=O	98	-9	97	-1	98	-1	98	-4
33	COC(=O)C1=C(c2ccc(-c3ccccc3)c(F)c2)C[C@@H]2CC[C@H]1N2C(=O)NCc1cc(C)oc1C(F)(F)F	99	4	100	-2	95	-1	91	6
34	CC1CCCN(CC(=O)N2CCCc3ccccc32)C1 (stereo not given)	100	2	110	?	102	0	98	-3
35	CC12CN3CC(C)(CN(C1)P3(=O)Oc1ccccc1)C2=O (stereo not given)	95	5	101	19	94	4	112	4
36	O=C(O)Cn1cc(/C=C2\C(=O)NC(=O)N(c3ccc(Br)cc3)C2=O)c2ccccc21	109	-15	111	-14	102	19	105	-7
37	CCOc1cc(/C=C2/C(=O)NC(=O)N(c3ccc(CC)cc3)C2=O)ccc1OC(=O)c1cccs1	106	-10	117	8	113	2	109	-8
38	CC(C)[N+]12CCC(CC1)C(C(O)(c1ccccc1)c1ccccc1)C2 (stereo not given)	105	-6	101	-6	98	-1	96	-1
39	CCCCP(=O)(O)CCC(=O)O	87	6	106	-1	93	-2	94	7
40	CCCCNC(=O)NC(C(N)=O)P(=O)(OCC)OCC (stereo not given)	97	2	80	-6	109	1	114	-1
41	Cc1cc(C)c2c(ccc3cccc[n+]32)c1	118	9	105	-6	96	1	96	0
42	O=C1CC(=O)N(c2cccc(Br)c2)C(=O)N1	91	1	92	-43	108	3	110	-7
43	O=C1NC(=O)C(CCc2ccncc2)(Cc2ccc(OCc3ccccc3)cc2)C(=O)N1	107	-3	99	-1	101	3	96	10
44	CC(=O)OC1N=C(c2ccccc2)c2cc(Br)ccc2N(C)C1=O (stereo not given)	·	0	106	2	98	3	101	10
45	COC(=O)C1=C(c2ccc(OC)c(OC)c2)C[C@@H]2CC[C@H]1N2C(=O)NCCNC(C)=O	104	-3	91	-2	96	1	96	18
46	COc1ccc(N2C(=O)NC(=O)/C(=C/c3ccc([N+](=O)[O-])s3)C2=O)cc1	128	7	102	-15	93	0	93	-9
47	N#Cc1c(Cl)nc(Cl)c2c1CCN(Cc1ccccc1)C2	99	-4	108	13	104	5	111	7
48	COc1ccc(OC)c(NC(=O)N2C[C@H]3C[C@@H](C2)c2cccc(=O)n2C3)c1	109	14	87	18	104	0	109	-1
49	CCN1CCC(NCC2CCCCC2)CC1	93	9	110	-34	102	-3	104	-5
50	O=C1NC(=O)C(=Cc2coc3ccc(O)cc3c2=O)C(=O)N1	95	-16	90	12	100	2	99	-21

The list goes on:
item	compound	LAP4-GFP MLPCN	proCasp3 act	CR mimetic SO	GASC-1 inh	RPL19A-GFP yeast	AHR activator	MEP2-GFP yeast	proCasp7 act
51	CC1(C)CN=C(Nc2ccccc2C(F)(F)F)S1	103	0	105	-2	102	2	101	6
52	NNC(=O)c1ccc(Cl)cc1	98	3	110	-1	109	15	108	-2
53	Cc1ccc(-c2cc(-c3ccc(C)cc3)[n+](-c3ccc(C(=O)[O-])cc3)c(-c3ccc(C)cc3)c2)cc1	94	4	94	-47	99	0	101	5
54	CN1CCN(c2nc(N(C)C)oc(=O)c2C#N)CC1	87	5	93	4	103	0	106	0
55	Cc1ccc2c(c1)CC1(CN2C)C(=O)NC(=O)N(c2cccc(C)c2C)C1=O (stereo not given)	100	-16	89	21	98	4	94	8
56	CCN(CC)CCOC(=O)c1ccc(N=Cc2c(O)[nH]c(=O)[nH]c2=O)cc1	99	-8	97	?	98	1	93	-5
57	CC(=NCc1ccc2c(c1)OCO2)c1c(O)n(Cc2ccccc2)c(=O)[nH]c1=O	113	-3	108	3	107	14	105	6
58	Cc1ccc2nc(C)n(-c3ccc(F)cc3)c(=O)c2c1	107	-1	100	-1	94	2	114	-1
59	Nc1cc(N2CCNCC2)ccc1[N+](=O)[O-]	103	5	118	0	106	-5	108	7
60	COc1cccc(OC)c1C(=O)NC(=S)N1C[C@H]2C[C@H](C1)c1cccc(=O)n1C2	100	1	77	·	101	0	107	-10
61	COC(=O)C1=C(c2ccc3ccccc3c2)C[C@@H]2CC[C@H]1N2C(=O)NC1Cc2ccccc2C1	102	-7	92	10	94	5	88	-10
62	COc1ccc(NC(=O)C2C3CCC(O3)C2C(=O)O)c(OC)c1 (stereo not given)	97	-3	101	15	105	1	106	-26
63	COP(=O)(OC)C(NC(=O)C(C)(C)C)=C(Cl)Cl	94	-9	125	12	94	17	99	2
64	CCOC(=O)c1c(C)[nH]c(C(=O)C(C)N2CCCC2)c1C (stereo not given)	102	-6	89	-13	109	3	110	10
65	O=c1c2ccccc2nc(/C=C/c2ccc(O)c(O)c2)n1-c1ccccc1	74	-17	104	3	90	13	90	-29
66	Cn1cc(C(=O)Cc2ccccc2)c2ccccc21	110	5	89	-3	99	-4	98	9
67	NC(=S)c1cn(C2OC(CO)C(O)C2O)c2ncnc(N)c12 (stereo not given)	95	-13	106	19	97	-8	103	-19
68	COc1ccc(Br)cc1CNCCc1cccc(Cl)c1	92	6	92	19	108	0	108	1
69	Cc1ccc2c(c1)N(CCC(=O)N1CCC3(CC1)OCCO3)C(=O)CO2	106	3	94	-2	101	-4	97	17
70	CN1CCC(=O)N(CCN=[N+]=[N-])CC1	108	8	97	8	96	2	94	6
71	CCn1c(=O)n(CC(=O)N2CCC3(CC2)OCCO3)c(=O)c2ccccc21	108	0	100	-7	100	4	105	12
72	O=C1CN(O)C(c2ccccc2)=c2cc(Br)ccc2=N1	97	5	90	2	101	1	108	4
73	CCCC(=O)NC(Oc1ccc(Cl)cc1Cl)C(Cl)(Cl)Cl (stereo not given)	113	0	90	2	99	1	102	9
74	CN1/C(=C\C=C\C2=[N+](C)c3ccc4ccccc4c3C2(C)C)C(C)(C)c2ccccc21	140	-10	224	12	84	-15	116	0
75	COC(=O)C1=CO[C@H](C)[C@H]2CN3CC[C@@]4(C(=O)Nc5ccccc54)[C@@H]3C[C@H]12	105	8	93	4	101	0	108	-1
76	OC(Cn1c2ccccc2c2ccccc21)C[n+]1cccc2ccccc21 (stereo not given)	95	-1	118	-12	91	4	94	-10
77	COc1ccc(CN2C(=O)NC(=O)/C(=C\c3cccc(OC)c3OC)C2=O)cc1	99	-13	107	22	93	5	97	-24
78	CSc1ncc(/C=C2/C(=O)NC(=O)N(C3CCCCC3)C2=O)cn1	107	-19	94	5	100	18	115	-18
79	CNCCc1ccc(O)c(O)c1	111	-31	108	27	102	-9	102	-29
80	COc1ccc(CC2c3cc(OC)c(OC)cc3CCN2C)cc1O (stereo not given)	103	-6	108	1	103	-5	114	-15

An excerpt (hit frequency here may not be typical).
